Bioassay records as filed in PubChem BioAssay.
LGR2 antag: blocks bursicon-induced cAMP signaling via Drosophila LGR2; inhibition, % at 9.99 µM; hit rate 0.35% among 380,000; HEK293 LGR2, CRE-luciferase, bursicon-stimulated, 4 h; AID 720647;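 active means drop in luminescence signal, shown as inhibition above about 50% in the replicate tests, limit read from the data, passing the limit was not always enough; inconclusive means probably only some replicates passing the limit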;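 further: agonist challenge used bursicon conditioned medium at about half maximal strength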
EWS-Fli block: EWS/Fli transcriptional activity inhibition; A673 NR0B1-luciferase reporter, viability-normalised; hit rate 0.67% among 350,000; inhibition, % at 12.6 µM; AID 651661;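 active means mean inhibition of at least 50% after viability correction, with every replicate also passing that limit; inconclusive means mean reaches 50% but only one of two replicates passes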;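 further: firefly luciferase signal divided by Alamar Blue viability fluorescence both relative to DMSO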
S100A4 inh HTS: blocks human S100A4 binding to myosin IIA peptide; P26447; S100A4/TAMRA-MyoIIA peptide fluorescence polarization; inhibition, % at 10.7 µM; hit rate 0.14% among 360,000;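 active means mean inhibition of at least 70% across replicates, with every replicate also reaching that level; inconclusive means mean inhibition reaches 70% but some replicates fall short; inactive means mean inhibition below 70%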
Target sequence (P26447 whole entry, looked up): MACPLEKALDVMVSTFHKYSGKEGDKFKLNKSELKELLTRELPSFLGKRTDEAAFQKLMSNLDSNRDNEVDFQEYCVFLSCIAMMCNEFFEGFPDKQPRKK
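Material: S100A4 monomer (human). Medium: Calcium-containing HEPES buffer, pH 7.2. Probe or stimulus: labelled myosin peptide probe, 5 nM. Compound dosing: one concentration per compound. Timing: polarization read 5 min after assay mix addition, stable 5–60 min. Benchmarks: DMSO as neutral control, TFP as positive control.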
PglD DTNB: PglD (C. jejuni) enzyme inhibition; AID 602405; inhibition, % at 12.5 µM; hit rate 0.098% among 360,000; purified PglD enzyme, DTNB colorimetric CoA detection; in the data active means inhibition above about 16%, passing the limit was not always enough; inconclusive means no clear call, values can overlap the other calls; further: strong numbers were not always called active
ERAP1 inh: blocks human ERAP1 aminopeptidase activity | AID 652197 | inhibition, % at 10.7 µM | recombinant ERAP1, Leu-AMC fluorescence, 60 min | Q9NZ08 | hit rate 0.15% among 340,000;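 active means mean replicate inhibition of at least 30%, or all replicates individually reaching that 30% level; inactive means mean below 30% and not every replicate reaching it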;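 further: 0% = neutral control wells and 100% = L-leucinethiol positive control wells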
Target sequence (Q9NZ08 whole entry, looked up): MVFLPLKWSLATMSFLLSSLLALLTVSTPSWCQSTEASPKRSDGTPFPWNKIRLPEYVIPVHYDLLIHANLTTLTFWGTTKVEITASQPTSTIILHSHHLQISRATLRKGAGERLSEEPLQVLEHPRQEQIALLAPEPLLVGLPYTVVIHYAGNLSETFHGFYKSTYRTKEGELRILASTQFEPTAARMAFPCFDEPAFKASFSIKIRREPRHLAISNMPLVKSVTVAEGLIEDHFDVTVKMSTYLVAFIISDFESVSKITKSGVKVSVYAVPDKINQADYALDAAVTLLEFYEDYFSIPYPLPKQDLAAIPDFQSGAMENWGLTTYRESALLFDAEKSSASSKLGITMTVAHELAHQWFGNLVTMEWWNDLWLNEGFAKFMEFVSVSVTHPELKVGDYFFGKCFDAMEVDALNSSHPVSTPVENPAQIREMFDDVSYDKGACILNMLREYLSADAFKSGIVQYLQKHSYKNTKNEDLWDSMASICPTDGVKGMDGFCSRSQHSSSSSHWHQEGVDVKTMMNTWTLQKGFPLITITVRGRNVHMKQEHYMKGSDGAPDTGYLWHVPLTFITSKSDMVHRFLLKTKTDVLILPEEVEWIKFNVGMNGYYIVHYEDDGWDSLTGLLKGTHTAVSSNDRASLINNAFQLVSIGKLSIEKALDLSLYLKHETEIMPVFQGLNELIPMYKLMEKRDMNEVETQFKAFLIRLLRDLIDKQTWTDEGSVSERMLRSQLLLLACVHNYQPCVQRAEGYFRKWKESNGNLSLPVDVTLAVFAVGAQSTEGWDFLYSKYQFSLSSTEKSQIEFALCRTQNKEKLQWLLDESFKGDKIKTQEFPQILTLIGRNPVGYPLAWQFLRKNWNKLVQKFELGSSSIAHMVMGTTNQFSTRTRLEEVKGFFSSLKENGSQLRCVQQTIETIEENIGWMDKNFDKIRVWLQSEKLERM
FN deposit inh: fibronectin deposition inhibition. AH1F fibroblasts, Alexa488-fibronectin deposition fluorescence, overnight. inhibition, % at 12.6 µM. hit rate 0.086% among 350,000;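 active means mean inhibition across replicates of 30% or more, regardless of how many single replicates reach that level; inconclusive means mean under 30% yet at least half of replicates reach 30%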;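 further: positive control wells lacked labelled fibronectin entirely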
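Test system: AH1F fibroblast monolayer depositing Alexa488-labelled fibronectin into matrix. Input: 10000 cells per well. Technique: fluorescence, ex 485 nm, em 525 nm. Buffer or medium: DMEM plus 2% serum, read in PBS. Timing: 1 h cell adhesion before compound, then overnight fibronectin incubation. Compound: single dose, pinned. Read-out basis: inhibition from reduced deposited-fibronectin fluorescence.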
PAX8 reporter: lowers PAX8-driven luciferase in RMG-I cells; RMG-I TPO-luciferase reporter, SteadyGlo, 24 h; inhibition, % at 12.6 µM; hit rate 1.2% among 360,000; AID 652154;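 active means mean replicate inhibition at least 60% with every replicate also reaching 60%; inconclusive means only one of the two criteria is met; inactive means mean below 60% and not all replicates reaching 60%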;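 further: luciferase light reporting Pax8 driven TPO promoter activity; plate controls were median of neutral control wells for no effect and mitoxantrone controls for full effect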
PGC1a acetyl inh: modulators of PGC1a acetylation; U2OS PGC1a acetylation, AlphaScreen anti-acetyl-lysine; with virally co-expressed GCN5 acetyltransferase; inhibition, % at 15.6 µM; hit rate 0.17% among 350,000; AID 651687;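 active means every replicate shows inhibition of at least 40%; inconclusive means mean inhibition at least 40% but some replicate below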;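 further: 0% = neutral control wells and 100% = positive control wells; some results beyond the cut were filed as inactive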
The depositor's hits bear a star; ? = inconclusive; / = no result given.

SMILES | LGR2 antag | EWS-Fli block | S100A4 inh HTS | PglD DTNB | ERAP1 inh | FN deposit inh | PAX8 reporter | PGC1a acetyl inh
COc1cccc(-c2ccc3c(c2)O[C@H](CN(C)C(=O)C2CC2)[C@H](C)CN([C@@H](C)CO)S3(=O)=O)c1 | 5 | -3 | 9 | 2 | -1 | / | / | -27
O=C(CSc1nc2[nH]ncc2c(=O)n1-c1ccccc1)c1ccc2c(c1)OCCO2 | / | / | / | 3 | / | 2 | 4 | -4
CCn1cc(S(=O)(=O)Nc2ccc3c(c2)OCCO3)cn1 | 25 | 40 | -6 | / | 2 | -2 | -27 | /
COc1ccc(-c2nnc3c4ccccc4c(C)nn23)cc1S(=O)(=O)N1CCN(CCO)CC1 | / | / | / | -6 | / | 7 | 5 | 5
COc1ccccc1N1CCN(C(=O)c2cc(-c3ccc4c(c3)OCO4)on2)CC1 | 3 | 5 | -2 | / | -1 | / | / | -1
CCOC(=O)C1CCCN(c2nc3ccccc3nc2C(C#N)C(=O)OC(C)C)C1 (stereo not given) | -5 | 2 | 1 | / | -1 | 4 | 23 | /
CC(C)(C)[C@@H]1COC(=O)[C@@H](Cc2ccc(F)cc2)C/C=C\C[C@H](CC(=O)N(CCO)Cc2ccccc2)C(=O)N1 | / | -38 | 0 | 0 | -3 | 5 | 27 | /
C[C@H]1CN([C@@H](C)CO)C(=O)Cc2cc(NS(=O)(=O)c3cn(C)cn3)ccc2O[C@H]1CN(C)C(=O)Nc1ccccc1 | -10 | -4 | 0 | -1 | 1 | / | 3 | -5
Oc1ccc(Nc2ncnc3ccccc23)cc1 | -3 | -14 | 2 | -1 | -4 | 5 | -17 | -3
C[C@H](CO)N1C[C@H](C)[C@H](CN(C)Cc2ccc(Oc3ccccc3)cc2)Oc2ccc(NC(=O)Nc3cccc4ccccc34)cc2C1=O | 13 | 12 | -1 | -4 | -4 | / | / | -15
Nc1c(-c2ccccc2)cnn1-c1ccccc1 | -39 | -75 | 3 | 0 | 2 | -1 | -140 | -1
COc1ccc(CN(C)C[C@@H]2Oc3c(NS(=O)(=O)c4ccc(F)cc4)cccc3C(=O)N([C@@H](C)CO)C[C@H]2C)cc1 | 6 | -13 | 5 | -2 | -3 | / | -7 | 3
CCN(CC)CCn1cnc2c1c(=O)n(CCOC(=O)c1cc(OC)c(OC)c(OC)c1)c(=O)n2C | -6 | 3 | 11 | / | / | 7 | 10 | /
CCOC(=O)[C@]12CCCC=C1N(Cc1ccccc1)C(=O)[C@H](CC(=O)N1CCN(C(=O)C3CC3)CC1)C2 | -14 | 2 | -1 | / | 0 | -8 | 8 | /
CCOC(=O)c1ccc(N2Cc3ccccc3C2=N)cc1 | / | / | / | -2 | / | 0 | -65 | -7
COc1ccc(NC(=O)N[C@@H]2CC[C@@H](CCNS(=O)(=O)c3cccc(Cl)c3)O[C@H]2CO)cc1 | 4 | 0 | -5 | -1 | 4 | -3 | 21 | 3
Cc1nnc(SCc2nc3sc(C(=O)O)c(C)c3c(=O)[nH]2)s1 | 6 | 12 | 1 | -2 | -56 | -8 | 26 | 6
COC(=O)C1(C)NC(c2ccc(O)cc2)C2C(=O)N(c3ccc(F)cc3)C(=O)C21 (stereo not given) | / | 10 | -2 | -6 | 0 | 0 | 13 | -5
c1ccc(CN2CCOCCOCCOCCOCCOCCOCC2)cc1 | 1 | 2 | -3 | 5 | -4 | 1 | 6 | /
O=[N+]([O-])c1ccccc1CN1CCN(S(=O)(=O)Cc2ccccc2)CC1 | -4 | 10 | 105* | -3 | 3 | 7 | 8 | -9
CN(CC(=O)Nc1ccc(N2CCOCC2)cc1)C(=O)CSc1ccccc1F | -15 | -2 | 0 | -2 | 0 | -5 | 5 | 4
Cn1cnc2c(cnn2C)c1=O | -6 | -5 | 0 | -5 | 7 | 5 | -2 | -1
CCCCn1c(=O)c(C(=O)OCC)c(O)c2ccccc21 | / | / | / | 3 | / | -3 | -2 | 4
C[C@H]1CN([C@@H](C)CO)C(=O)c2cc(C#CC3CCCC3)cnc2O[C@H]1CN(C)C(=O)c1ccncc1 | 5 | -15 | 12 | 4 | -1 | -8 | -18 | 18
C[C@@H]1CN([C@@H](C)CO)S(=O)(=O)c2ccc(C#C[C@@H](C)O)cc2O[C@H]1CN(C)Cc1ccccc1 | 1 | -8 | -2 | -2 | 0 | -9 | / | 16

Arranged by formula weight (highest first): 5 of the compounds above.
SMILES | LGR2 antag | EWS-Fli block | S100A4 inh HTS | PglD DTNB | ERAP1 inh | FN deposit inh | PAX8 reporter | PGC1a acetyl inh
CC(C)(C)[C@@H]1COC(=O)[C@@H](Cc2ccc(F)cc2)C/C=C\C[C@H](CC(=O)N(CCO)Cc2ccccc2)C(=O)N1 | / | -38 | 0 | 0 | -3 | 5 | 27 | /
CCN(CC)CCn1cnc2c1c(=O)n(CCOC(=O)c1cc(OC)c(OC)c(OC)c1)c(=O)n2C | -6 | 3 | 11 | / | / | 7 | 10 | /
COc1ccc(-c2nnc3c4ccccc4c(C)nn23)cc1S(=O)(=O)N1CCN(CCO)CC1 | / | / | / | -6 | / | 7 | 5 | 5
CN(CC(=O)Nc1ccc(N2CCOCC2)cc1)C(=O)CSc1ccccc1F | -15 | -2 | 0 | -2 | 0 | -5 | 5 | 4
CCOC(=O)c1ccc(N2Cc3ccccc3C2=N)cc1 | / | / | / | -2 | / | 0 | -65 | -7

Going on with the list:
SMILES | LGR2 antag | EWS-Fli block | S100A4 inh HTS | PglD DTNB | ERAP1 inh | FN deposit inh | PAX8 reporter | PGC1a acetyl inh
O=C(Oc1cccc(F)c1)c1ccc2c(=O)n3c(nc2c1)CCC3 | 3 | -6 | -3 | 0 | 4 | 8 | -19 | -17
Cc1ccccc1-c1ncc(CN2CCC(CO)(CCCc3ccccc3)CC2)cn1 | 2 | 10 | 4 | / | 2 | 2 | -7 | 2
CCN1CCN(C(=O)CCc2nnc3ccc(N4CCN(c5cccc(OC)c5)CC4)nn23)CC1 | -3 | -10 | 7 | 0 | -3 | 0 | -1 | /
O=C(Cc1ccc(F)cc1)OCn1nnc2ccccc2c1=O | -2 | 2 | ? | 2 | -5 | -2 | 5 | -1
Cc1cc(C)cc(C(=O)NCC(=O)OCC(=O)Nc2ccc(C)cc2Br)c1 | 19 | 7 | -4 | 3 | -4 | -2 | -4 | -4
C[C@H](CO)N1C[C@H](C)[C@H](CN(C)Cc2ccc(C(F)(F)F)cc2)Oc2ccc(NC(=O)C3CCCCC3)cc2C1=O | -19 | -4 | 0 | -2 | -1 | / | / | 0
O=C(NCc1ccccc1Cl)C1CCCO1 (stereo not given) | 10 | 5 | 3 | 2 | 2 | 12 | -4 | -3
COC(=O)COc1ccc(S(=O)(=O)NCc2ccccn2)cc1 | 4 | -9 | 2 | -2 | 1 | 8 | 11 | 2
COCCn1c(-c2cccs2)nc2nc3ccccc3nc21 | / | -24 | -5 | -6 | -370 | 4 | 26 | 5
COCCNc1nc(NCc2cccc(OC)c2OC)c2sccc2n1 | 6 | 9 | -21 | -4 | 2 | / | 23 | -9
CCCCCCCC(=O)Nc1cc(C(=O)NCCC)ccc1N1CCC2(CC1)CC(c1cccc(Br)c1)=NO2 | 8 | 11 | -3 | 5 | -1 | -11 | -3 | -13
CCOC(=O)C1(C)CCN1C(=O)c1cccc(Cl)c1 (stereo not given) | -35 | -1 | 4 | 2 | -2 | -1 | -19 | 3
COc1ccccc1-c1ccc([C@H]2[C@H]3CN(C(=O)c4ccncc4)CCCCN3[C@H]2CO)cc1 | 3 | 8 | -2 | 6 | -1 | / | 10 | -3
O=C(Cc1ccc(F)cc1)Nc1cccc(S(=O)(=O)N2CCCC2)c1 | -5 | 14 | 1 | / | 0 | -7 | -5 | /
COc1ccc(C(=O)NNC(=S)NC(=O)c2ccc(OC)cc2)cc1 | -5 | 10 | 8 | 1 | 2 | 5 | -7 | 10
CCOc1cc(C(C(=O)NCC2CCCO2)N(C(=O)Cn2nnc3ccccc32)c2ccccc2C)ccc1O (stereo not given) | 13 | 0 | 0 | -3 | -2 | 7 | -23 | /
CC(Sc1nnc(N)s1)C(=O)Nc1nccs1 (stereo not given) | 1 | -4 | -11 | -8 | -3 | / | -11 | /
CC1(C)NC(=O)N(CC(=O)NNC(=O)c2ccccc2F)C1=O | -17 | -11 | -3 | 0 | 0 | -8 | -22 | -2
CO[C@H]1CN(C)C(=O)c2cc(NC(=O)NC(C)C)ccc2OC[C@H](C)N(C(=O)C2CCC2)C[C@H]1C | 3 | -1 | -2 | 3 | / | / | -5 | 5
O=c1c2sccc2nc(SCc2cc(=O)n3cc(Br)ccc3n2)n1Cc1ccccn1 | -24 | -66 | 10 | / | 3 | -5 | -63 | /
O=C(/C=C/c1cccc(Cl)c1)c1ccc([N+](=O)[O-])o1 | 86* | 77* | 6 | 5 | -2 | 59* | 103* | /
COc1cc(OC)cc(C(=O)Nc2ccc3nc4n(c(=O)c3c2)CCCC4)c1 | -39 | -57 | -5 | 1 | 2 | / | -52 | /
CN(C)CCN1C(=O)c2oc3ccc(Cl)cc3c(=O)c2C1c1cccc(Br)c1 (stereo not given) | / | / | / | 2 | / | 4 | 4 | 14
CN(NS(=O)(=O)c1ccccc1)C(=O)c1ccccc1 | 4 | 3 | -2 | -7 | -4 | -3 | -7 | 2
CC(=O)c1cn(-c2ccc(Cl)cc2)c(=O)n(Cc2ccc(Br)cc2)c1=O | / | 16 | -3 | / | -1 | -4 | -2 | 1

An excerpt from above with just PGC1a acetyl inh, PglD DTNB and ERAP1 inh:
structure,PGC1a acetyl inh,PglD DTNB,ERAP1 inh
CCN1CCN(C(=O)CCc2nnc3ccc(N4CCN(c5cccc(OC)c5)CC4)nn23)CC1,/,0,-3
CCOC(=O)[C@]12CCCC=C1N(Cc1ccccc1)C(=O)[C@H](CC(=O)N1CCN(C(=O)C3CC3)CC1)C2,/,/,0
CN(C)CCN1C(=O)c2oc3ccc(Cl)cc3c(=O)c2C1c1cccc(Br)c1 (stereo not given),14,2,/

The listing continues:
SMILES | LGR2 antag | EWS-Fli block | S100A4 inh HTS | PglD DTNB | ERAP1 inh | FN deposit inh | PAX8 reporter | PGC1a acetyl inh
COc1ccc(NC(=O)Nc2ccc3c(c2)C(=O)N([C@H](C)CO)C[C@H](C)[C@@H](CN(C)Cc2ccc(C(=O)O)cc2)O3)cc1 | 12 | -11 | 9 | -1 | -1 | / | / | 1
CCNc1nc(NCC)n2c(SCC(=O)Nc3c(C)cccc3C)nnc2n1 | 14 | -9 | -3 | / | -1 | 4 | -24 | /
CC(=O)c1ccc(NC(=O)C2CC2c2ccccc2)cc1 (stereo not given) | 10 | -11 | -6 | / | -2 | 4 | -12 | /
O=C(CCc1nnc(C2CCCCC2)o1)NCc1cccc(-n2cccn2)c1 | -11 | 7 | 4 | / | 3 | 5 | 9 | 6
CO[C@H]1CN(C)C(=O)c2cc(NC(=O)NC3CCCCC3)ccc2OC[C@@H](C)N(C)C[C@@H]1C | -7 | -6 | 15 | 1 | -3 | -5 | -1 | 5
CC(=O)N[C@H]1CC[C@@H](CCNC(=O)C2CCCCC2)O[C@H]1CO | 8 | -6 | -24 | / | -8 | / | / | 12
O=C(NCC1CCCCC1)c1ccc(F)cc1Cl | -26 | -67 | -10 | -4 | 1 | -3 | -103 | 5
COc1ccc(C(=O)NC(=O)NC2(C(Cl)(Cl)Cl)OCCO2)cc1 | 13 | 1 | -3 | -2 | -2 | -6 | -100 | 0

The order is random; about 2.1% have a hit in one of these screens.
